# Bioassay records (PubChem)
# Rin1 Abl inh – inhibitors of human Rin1-Abl protein interaction; P00519+Q13671; TR-FRET Rin1/Abl binding, biochemical; inhibition, % at 7.35 µM; 360,000 compounds, 0.4% hits; in the data active means inhibition above about 5%, passing the limit was not always enough
# Neddylation inh – inhibitors of human cullin neddylation; P61081+Q13564; TR-FRET cullin neddylation, biochemical; calls only at 25 µM; 360,000 compounds, 0.58% hits; AID 651699; in the data active means inhibition above about 36%
# MsrA act – activators of bovine methionine sulfoxide reductase A | activation, % at 10.6 µM | AID 602163 | purified bovine MsrA, absorbance read-out | 360,000 compounds, 0.3% hits; in the data active means activation above about 7.5%;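 further: 0% = vehicle and 100% = reference activator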
# eLon inh – E. coli protease La inhibition; P0A9M0; purified E. coli Lon protease, fluorescence polarization; inhibition, % at 7.94 µM; 360,000 compounds, 0.42% hits; in the data active means inhibition above about 13%, passing the limit was not always enough;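 further: 0% = enzyme with probe and DMSO and 100% = no enzyme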
# Target sequence (P0A9M0 whole entry, looked up): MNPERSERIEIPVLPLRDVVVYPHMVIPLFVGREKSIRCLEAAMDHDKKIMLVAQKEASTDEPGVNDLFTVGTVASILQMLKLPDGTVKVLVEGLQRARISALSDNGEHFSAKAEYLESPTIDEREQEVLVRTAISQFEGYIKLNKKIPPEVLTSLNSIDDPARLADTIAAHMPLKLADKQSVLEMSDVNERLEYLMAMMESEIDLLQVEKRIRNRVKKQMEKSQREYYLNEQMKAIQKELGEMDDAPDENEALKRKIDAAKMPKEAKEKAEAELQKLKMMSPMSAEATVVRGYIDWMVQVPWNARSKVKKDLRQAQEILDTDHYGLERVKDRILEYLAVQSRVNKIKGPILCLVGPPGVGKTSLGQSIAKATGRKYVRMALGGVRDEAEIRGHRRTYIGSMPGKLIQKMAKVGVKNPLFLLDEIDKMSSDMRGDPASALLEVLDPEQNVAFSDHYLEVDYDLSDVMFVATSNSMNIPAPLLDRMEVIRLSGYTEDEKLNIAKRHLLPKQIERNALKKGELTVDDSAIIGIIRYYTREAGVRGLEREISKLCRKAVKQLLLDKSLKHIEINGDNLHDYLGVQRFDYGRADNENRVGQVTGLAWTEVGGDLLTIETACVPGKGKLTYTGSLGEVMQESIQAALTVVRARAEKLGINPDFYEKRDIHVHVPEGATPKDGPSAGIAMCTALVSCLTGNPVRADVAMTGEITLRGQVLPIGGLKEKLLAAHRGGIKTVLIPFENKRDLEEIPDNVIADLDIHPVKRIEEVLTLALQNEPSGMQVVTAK
# Tb MetRS inh – blocks T. brucei methionyl-tRNA synthetase activity; 360,000 compounds, 0.4% hits; purified T. brucei MetRS, ATP depletion, Kinase-Glo luminescence; inhibition, % at 11.9 µM; AID 624268;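 active means inhibition above a per-plate cutoff of the control wells' mean inhibition plus 3 SD, cut at about 5.5% in these data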;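 further: 0% = DMSO wells median and 100% = median of wells with control inhibitor compound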
#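 Measured by: Kinase-Glo luciferase luminescence reporting remaining unconsumed ATP. Material: purified T. brucei MetRS enzyme. Doses: 11.9 µM compound single dose, 0.9% DMSO. Medium: HEPES buffer containing pyrophosphatase, BSA, spermine, DTT. Times: 15 min preincubation, 2 h reaction, all 25 °C. Reagent: methionine, ATP and bulk E. coli tRNA.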
# CSN inh – inhibitors of human CSN-mediated cullin deneddylation; inhibition, % at 12.5 µM; 360,000 compounds, 0.38% hits; Q92905; Purified CSN, SCF-Nedd8-OG deneddylation, fluorescence polarization;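 active means pattern-corrected inhibition above about 35%, with an unprinted fluorescence ratio check between 0.5 and 1.5, limit read from the data, passing the limit was not always enough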;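 further: 0% = enzyme with substrate and 100% = substrate without enzyme; some results filed as inactive read as strong as hits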
#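 Assay system: purified human Csn5 enzyme expressed in HEK293T cells; Input: 0.24 nM Csn5 enzyme, final concentration; Reagent: 10 nM SCFSkp2-Nedd8OG; Compound dosing: 12.5 µM single point; Times: reaction 90 min, room temperature; Technique: fluorescence polarization readout.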
# FAS-TE inh – blocks the thioesterase domain of human fatty acid synthase; P49327; inhibition, % at 15 µM; recombinant FAS-TE, OMFH fluorogenic substrate, fluorescence endpoint; 360,000 compounds, 0.67% hits;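 active means compounds whose normalised, plate-corrected inhibition of enzyme fluorescence in the single-dose primary screen is 50% or more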;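 further: 0% = DMSO with enzyme and 100% = substrate without enzyme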
# MsrA inhibitor – inhibitors of bovine MsrA; purified bovine MsrA, absorbance read-out; inhibition, % at 15.5 µM; 360,000 compounds, 0.75% hits; in the data active means inhibition above about 4.5%;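 further: 0% = vehicle wells with enzyme and 100% = reference inhibitor wells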
# MLLE-PAM2 inh – blocks PAM2 peptide binding to the PABP1 MLLE domain; GST-MLLE / FITC-PAM2 fluorescence polarization; 360,000 compounds, 0.36% hits; inhibition, % at 20 µM; P11940; in the data active means inhibition above about 35%, passing the limit was not always enough;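 further: plate controls were DMSO wells with GST-MLLE for no effect and wells lacking GST-MLLE protein for full effect; some results filed as inactive read as strong as hits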
# * hit, by the source's call; i = inactive; . = no result given.
smiles	Rin1 Abl inh	Neddylation inh	MsrA act	eLon inh	Tb MetRS inh	CSN inh	FAS-TE inh	MsrA inhibitor	MLLE-PAM2 inh
O=C(NC1CCCCCC1)C1CCN(S(=O)(=O)c2c(Cl)cccc2Cl)CC1	1	i	-2	-6	-0.2	2	9	0.3	-1
O=c1cc(COc2ncnc3c(Cl)cc(Cl)cc23)nc2sccn12	0	i	-3	-12	-0.2	4	2	-0.9	7
Cc1cccc(OC(C)C(=O)Nc2nc(-c3ccncc3)cs2)c1 (centres undefined)	0	i	4	-1	-0.4	-3	-2	-1.2	6
Cc1ccc(NC(=O)c2ccc(OC(=O)COc3ccc(Cl)cc3C)cc2)cc1	0	i	3	-2	-1.0	4	0	-0.1	6
Cc1ccccc1CNC(=O)CN(c1cccc([N+](=O)[O-])c1)S(C)(=O)=O	-2	i	0	0	0.8	1	4	0.3	-9
CC(=O)N1CC(C)Sc2ccc(S(=O)(=O)NCCc3ccc(C)cc3)cc21 (centres undefined)	1	i	-1	-8	0.1	1	10	-0.9	-3
OC(CNC1CCCC1)COc1ccc(-c2ccccc2)cc1 (centres undefined)	2	i	-10	11	-1.3	-5	-1	-0.2	-14
O=C(Nc1ccc(S(=O)(=O)N2CCCC2)cc1)c1cc(=O)c2ccccc2o1	-1	i	-14	-6	-1.1	-4	-2	-0.6	7
CCCOc1ccc(Br)cc1/C=N/O	1	i	-2	4	-0.9	0	-5	-0.6	1
Oc1ccc(N=Nc2ccccc2)o1	-1	i	-6	5	-0.2	-1	1	0.6	33
COc1ccc(NC(=O)c2ccc([N+](=O)[O-])cc2[N+](=O)[O-])c(OC)c1	-2	i	11*	5	0.4	0	-2	2.2	14
Cc1c(NS(=O)(=O)c2ccccc2F)c(=O)n(-c2ccccc2)n1C	6	i	-12	-6	-0.3	-1	-4	-0.8	1
COc1ccc(N2CCN(C(CNC(=O)c3ccc4c(c3)OCO4)c3cccnc3)CC2)cc1 (centres undefined)	2	i	0	0	0.2	7	-7	0.1	7
c1ccc(Nc2nn[nH]n2)cc1	5	i	2	-10	-0.1	4	-4	-0.8	-1
COc1ccccc1NC(=O)CCSc1nc(C)cs1	2	i	-2	-7	-0.7	-4	-2	0.3	8
CCn1c(CCNC(=O)c2ccc(Cl)cc2)n[nH]c1=S	1	i	-11	3	-1.9	-5	-9	-0.2	-21
O=c1c2ccccc2ncn1Cc1ccccc1	1	i	-6	1	-0.7	0	-4	-0.2	-41
CCNC(=S)N1CCc2cc(OC)c(OC)cc2C1COc1ccccc1OC (centres undefined)	-1	.	2	9	2.1	-4	8	1.5	-110
COc1ccc(NC(=O)c2cc(-c3cc(OC)c(OC)c(OC)c3)nc3ccccc23)cc1OC	-2	i	-1	2	-0.4	-4	11	2.1	-1
CCc1ccc(C(=O)C(C)OC(=O)c2nc3nc(C)cc(C)n3n2)cc1 (centres undefined)	0	i	-6	3	-0.5	-1	3	-0.6	-8
O=C(CSc1nnc(CNC(=O)c2ccccc2F)o1)NCC1CCCO1 (centres undefined)	1	i	-14	-4	-0.9	1	-7	0.2	5
COc1ccccc1/C=N/Nc1cc(N(C)C)nc(N(C)C)n1	-2	i	-5	5	0.0	1	30	0.3	19
CCCCNC(=O)N1CCc2[nH]c3ccccc3c2C1	6	i	-6	21	0.4	1	-14	-1.6	18
Cc1ccc2oc(C(=O)Nc3nnc(CC(C)C)s3)c(C)c2c1	0	i	-4	-8	-0.8	5	-3	0.0	0
O=c1[nH]cnc(O)c1Nc1cccc(Cl)c1	-1	i	-4	6	-0.3	-3	-5	-0.2	5
COc1ccccc1NC(=O)C1CCN(S(=O)(=O)c2ccc3c(c2)NC(=O)CO3)CC1	-5	i	-3	3	-0.3	1	-2	-1.3	16
COc1ccc(-c2ccc(C(=O)N3CCOCC3)c3occc23)c(C)c1	2	i	-3	23*	-0.1	-2	-3	0.9	-2
O=C(Cn1c(-c2cncs2)nc2ccccc21)NC1CCCC1	1	i	-4	-9	-0.3	4	-9	-0.3	-5
COc1cccc(C(C#N)N2CCCCC2)c1O (centres undefined)	2	i	-1	-8	-0.2	4	0	-0.5	-11
COC(=O)CSC1=C(C#N)C(c2ccc(C)o2)CC(=O)N1 (centres undefined)	4	i	0	0	0.0	0	-5	-0.1	7

# Next part, starting with the last 2 of the part before.
smiles	Rin1 Abl inh	Neddylation inh	MsrA act	eLon inh	Tb MetRS inh	CSN inh	FAS-TE inh	MsrA inhibitor	MLLE-PAM2 inh
COc1cccc(C(C#N)N2CCCCC2)c1O (centres undefined)	2	i	-1	-8	-0.2	4	0	-0.5	-11
COC(=O)CSC1=C(C#N)C(c2ccc(C)o2)CC(=O)N1 (centres undefined)	4	i	0	0	0.0	0	-5	-0.1	7
O=C1CN=C(Nc2ccccc2)N1Cc1cccs1	0	i	-1	2	0.3	2	-6	0.0	8
CCOC(=O)Cc1c(C)nc2c(-c3ccc(Cl)cc3)c(C)[nH]n2c1=O	-2	.	-1	4	0.4	0	-3	0.2	7
Cc1cccc(C)c1NS(=O)(=O)c1ccc(F)cc1	1	i	-2	-2	-1.5	1	-1	-1.1	0
O=C(CCCCCCCCCCC(=O)NCc1cccnc1)NCc1cccnc1	2	i	-2	-2	-0.7	3	-3	-0.7	-5
COc1ccc(/C=C2\CCCC3C2=NC(=S)NC3c2ccc(OC)cc2)cc1 (centres undefined)	-1	i	-4	-1	0.9	1	-10	0.7	-114
O=C(Nc1ccc(-c2nc3cc(Cl)ccc3c(=O)o2)cc1)c1ccco1	2	.	-1	-3	-0.9	13	6	0.2	1
C=C(C)Cc1c(C)nc(-c2ccccc2)[nH]c1=O	-3	i	-2	-7	-0.2	-1	-8	0.5	-8
O=C(Cc1ncc(C(F)(F)F)cc1Cl)N1CCN(c2ccc(F)cc2)CC1	-1	i	-8	-12	-0.7	2	1	1.0	1
Nc1nc(CCl)nc(Nc2ccc3ccccc3c2)n1	-1	i	2	-4	-0.4	3	4	1.3	-2
COc1cccc(C2/C(=C(\O)c3ccc4c(c3)OCO4)C(=O)C(=O)N2CCN(C)C)c1OC (centres undefined)	-2	i	-4	-4	-0.1	-7	-7	1.2	11
CCc1ccc(-c2nc(CSCC(=O)NCCCN3CCCC3=O)c(C)o2)cc1	3	i	0	-1	-0.9	0	-6	-0.1	25
C=CCn1c(C)c(C(C)=O)c(N2CCCC2)nc1=S	1	i	-2	-7	1.5	2	-6	-0.8	6
CCN(CC)C1CCN(C(=O)CCn2nnnc2CN2CCOCC2)C1 (centres undefined)	2	i	2	1	-0.3	-3	-4	-0.7	3
O=S(=O)(NCc1ccco1)c1ccc(S(=O)(=O)N2CCCCC2)cc1	-3	i	1	-4	0.4	2	1	.	-4
O=C(NC1CCCC1)C(c1ccccc1)N(Cc1ccc(F)cc1)C(=O)c1csnn1 (centres undefined)	2	i	-13	7	-1.7	0	4	0.8	18
FC(F)(F)C1=CC(c2ccccc2)=NCCN1	-2	i	-5	9	-0.9	0	-3	2.9	-9
Cc1ccc(S(=O)(=O)N2CCC(C(=O)Nc3nnc(COc4ccccc4)s3)CC2)cc1	4	i	-14	2	-2.0	5	0	-0.8	7
CCNC(=O)N1CCCC(C(=O)c2ccc(-c3ccccc3)cc2)C1 (centres undefined)	3	i	-3	-10	0.3	5	0	0.5	2
CCO[C@@H]1OC(C(=O)O)=C[C@H](c2ccc3c(c2)OCO3)[C@H]1CCCO	1	i	-1	7	-0.2	0	-7	-0.4	8
CCc1nc2ccc(C(=O)Nc3ccc(C(=O)N(C)C)cc3)cn2c1N(C)CCCc1ccccc1	0	i	-2	0	-0.5	-1	4	0.2	-2
Cc1cc(NC(=O)c2ccc(S(=O)(=O)N3CCCC3)cc2)nc2c1c(=O)oc1ccccc12	0	i	-6	-1	-1.6	-1	5	2.8	-12
COc1ccc(C(C)=O)cc1CSc1ccccn1	0	i	-1	-3	0.4	-1	2	-0.6	-8
O=C(NC(Cc1ccccc1)C(=O)O)/C(=C\c1ccc(Cl)cc1)NC(=O)c1ccccc1 (centres undefined)	2	i	-4	-5	0.7	-14	-2	0.8	-1
CC(C)(C)C(=O)NC1CCN(CC(=O)Nc2ccc3c(c2)OCO3)CC1	1	i	-3	-11	0.4	-8	1	-1.0	-4
CCNC(=O)C1(C)CCCN(CCOc2ccc(Cl)cc2)C1 (centres undefined)	1	i	-5	-20	-0.1	-5	-9	.	9
COc1ccccc1NC(=O)CSCc1cc(=O)n2ccsc2n1	1	i	-2	-6	-0.8	4	-8	1.1	0
COc1ccc(CC(=O)NCC(c2ccc(OC)cc2)N(C)C)cc1 (centres undefined)	0	i	3	-2	0.6	-2	-2	0.2	-11
Cn1nc(C(F)(F)F)cc1C(=O)Nc1ccc(Cl)cc1	0	i	-7	6	-1.5	3	2	0.5	-4
CC1(C(=O)NS(=O)(=O)c2ccc(C#N)cc2)CCN1C(=O)Cc1ccsc1 (centres undefined)	-2	i	-3	-2	-0.2	3	-7	0.1	4
Cc1cccc(OCC(=O)O/N=C(\N)Cc2cccs2)c1	3	i	-3	-8	-0.5	-1	4	0.9	-2
NNc1nc2ccccc2nc1C(F)(F)F	-1	i	-1	1	-1.0	-12	1	-0.9	-21
Cc1ccc(CSc2nnc(NC(=O)C3=COCCO3)s2)cc1	0	i	-5	-7	-0.2	-5	4	0.4	-26
O=C1CC(C(=O)NCc2ccccc2)C2(CCCC2)O1 (centres undefined)	-1	i	0	-8	-0.5	-2	-5	-0.7	7
COCCNC(=O)/C(C#N)=C/c1ccc(-c2ccc(S(=O)(=O)N3CCOCC3)cc2)o1	-6	i	-3	-3	1.6	5	12	2.0	-16
O=C(OCc1nnc(-c2ccccc2)o1)c1cc(=O)c2ccccc2o1	-5	i	-1	8	-0.1	-2	-5	-0.3	-3
Cc1ccc2[nH]c(O)c(N=NC(N)=S)c2c1	-10	i	-5	5	0.0	-5	-1	4.4	33
CN(C)C(=O)C12CCC(C)(c3nc4ccccc4nc31)C2(C)C (centres undefined)	1	i	-10	-7	-0.9	-2	-4	1.4	2
CN1CCN(C(=O)CN2C(=O)NC(C)(c3ccc4ccccc4c3)C2=O)CC1 (centres undefined)	2	i	-3	4	-0.1	-3	-6	-0.1	-3
O=C(NCCc1cccs1)C1CC(c2c(Cl)cccc2Cl)=NO1 (centres undefined)	-2	i	-2	5	-0.3	-1	3	-0.2	9
O=C(NC1CCCCC1)C1CCCN1S(=O)(=O)c1ccc(F)cc1 (centres undefined)	0	i	-2	0	-0.1	1	-2	-1.2	-5
COc1cc(CNC[C@H]2O[C@@H](n3cnc(C(N)=O)n3)[C@H](O)[C@@H]2O)ccc1OCc1cccc(Cl)c1	-2	i	0	-2	0.0	-4	-14	-0.9	11
CCN(CC)C(=O)CSC(=Nc1ccccc1F)NC#N	-1	i	-2	-23	-0.2	17	-5	0.5	-30
CCCNC(=O)NC1CCCCCCC1	2	i	-3	-10	-0.2	-9	-3	0.5	-15

# Records listed so far that bear a hit mark in MsrA act:
SMILES	Rin1 Abl inh	Neddylation inh	MsrA act	eLon inh	Tb MetRS inh	CSN inh	MsrA inhibitor	MLLE-PAM2 inh
COc1ccc(NC(=O)c2ccc([N+](=O)[O-])cc2[N+](=O)[O-])c(OC)c1	-2	i	11*	5	0.4	0	2.2	14

# Not a hit list; overall some 4% were active at least once.
